Screens from PubChem.
aGal spleen mod – qHTS Assay for Inhibitors and Activators of Human alpha-Galactosidase From Spleen Homogenate; Alpha-galactosidase A (Homo sapiens), P06280; human spleen homogenate, 4MU-alpha-Gal fluorescence, 40 min; Potency, µM (titrated, usually from 80 µM), for inactives: at the top dose activity change, negative = inhibition, usual class: inhibitors; actives 0.008% (n = 240,000); AID 2107, 2009;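 further: 0% = enzyme with vehicle and -100% = no enzyme basal signal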
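qHTS titration in buffer at pH 5.0. Alpha-galactosidase activity in spleen homogenate was measured via 4-methylumbelliferone release from 1 mM fluorogenic substrate after 40 min at 37C and a pH 10 stop. AC50 came from Hill fits of control-normalized data.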
Epigenetic reg – Quantitative High-Throughput Screen for Regulators of Epigenetic Control | murine LDR cells, GFP reporter derepression, 30 h | Potency, µM (doses to about 53.9 µM), without a hit: at the top dose GFP activation, hits mostly activators | actives 0.2% (n = 280,000) | AID 1865, 2009; further: % of control where 0% means no effect; nearly all actives have a fitted effect of over 60% in size
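Derepression of a silenced CMV-GFP reporter in murine LDR cells is scored by enumerating GFP-positive cells with a laser-scanning microplate cytometer after 30 hours of treatment at 37 C.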
NPSR antag – qHTS Assay for Antagonists of the Neuropeptide S Receptor: cAMP Signal Transduction | Q6W5P4 | CHO-NPSR cells, cAMP TR-FRET, antagonist mode | Potency, µM (series often up to 38.3 µM), inactives show at the highest dose activity change, negative = inhibition, actives largely listed as inhibitors | actives 1% (n = 220,000) | AID 1461, 2008; further: on the % scale 0 is the no-effect control and ±100 the full control effect; nearly all actives have a fitted effect of over 50% in size; many of its hits are not listed in these tables
Target sequence (Q6W5P4 whole entry, looked up): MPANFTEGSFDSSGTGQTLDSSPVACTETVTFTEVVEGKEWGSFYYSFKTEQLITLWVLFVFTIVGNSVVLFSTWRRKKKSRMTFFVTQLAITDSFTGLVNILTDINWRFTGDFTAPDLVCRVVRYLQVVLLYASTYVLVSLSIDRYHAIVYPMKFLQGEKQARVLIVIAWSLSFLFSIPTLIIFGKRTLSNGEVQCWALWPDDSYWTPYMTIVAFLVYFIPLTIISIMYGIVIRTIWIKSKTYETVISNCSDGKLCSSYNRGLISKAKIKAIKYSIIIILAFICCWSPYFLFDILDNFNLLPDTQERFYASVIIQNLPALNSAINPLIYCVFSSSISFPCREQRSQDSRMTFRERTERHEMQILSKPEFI
aGlu spleen mod – qHTS Assay for Inhibitors and Activators of Human alpha-Glucosidase From Spleen Homogenate | AID 2112, 2009 | actives 0.006% (n = 240,000) | human spleen homogenate, 4-MU-alpha-glucoside fluorescence | Lysosomal alpha-glucosidase (Homo sapiens), P10253 | Potency, µM (doses to about 79.9 µM), for the others: at the highest dose activity change, negative = inhibition, most hits filed as inhibitors;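 further: 0% = enzyme with vehicle and -100% = no enzyme basal signal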
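Compounds were titrated against alpha-glucosidase in spleen homogenate at pH 5.0, with 1 mM 4-methylumbelliferyl substrate for 40 min at 37 C. Reactions were quenched with pH 10 NaOH/glycine and fluorescence measured.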
GAA inh – qHTS Assay for Inhibitors of Human alpha-Glucosidase as a Potential Chaperone Treatment of Pompe Disease | Lysosomal alpha-glucosidase (Homo sapiens), P10253 | Potency, µM (titrated, usually from 76.9 µM), for the others: at the top dose activity change, negative = inhibition, actives largely listed as inhibitors | purified human GAA, 4-MU-alpha-glucoside fluorescence | actives 0.005% (n = 200,000);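 further: plate controls were uninhibited enzyme wells for no effect and no-enzyme background for full effect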
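Fluorescence at Ex 365/Em 440 nm from 4-methylumbelliferone reported enzyme activity after 20 min at room temperature. Reactions used 4 nM enzyme and 400 uM substrate at pH 5.0; curves fitted with the Hill equation.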
ALDH1A1 block – qHTS Assay for Inhibitors of Aldehyde Dehydrogenase 1 (ALDH1A1); AID 1030, 2008; Aldehyde dehydrogenase 1A1 (Homo sapiens), P00352; Purified ALDH1A1, NADH fluorescence, propionaldehyde substrate; Potency, µM (series often up to 75.3 µM), without a hit: top-dose activity, negative = inhibition, usual class: inhibitors; actives 7.3% (n = 220,000); active means well fitted inhibition curve with a large enough effect, not every such curve was filed as active; inconclusive means small, poorly fitted or top-dose-only effect, or another doubt; inactive means no such curve, though single readings can be large or run the other way;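 further: plate controls were no enzyme wells and a reference inhibitor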
Target sequence (P00352 whole entry, looked up): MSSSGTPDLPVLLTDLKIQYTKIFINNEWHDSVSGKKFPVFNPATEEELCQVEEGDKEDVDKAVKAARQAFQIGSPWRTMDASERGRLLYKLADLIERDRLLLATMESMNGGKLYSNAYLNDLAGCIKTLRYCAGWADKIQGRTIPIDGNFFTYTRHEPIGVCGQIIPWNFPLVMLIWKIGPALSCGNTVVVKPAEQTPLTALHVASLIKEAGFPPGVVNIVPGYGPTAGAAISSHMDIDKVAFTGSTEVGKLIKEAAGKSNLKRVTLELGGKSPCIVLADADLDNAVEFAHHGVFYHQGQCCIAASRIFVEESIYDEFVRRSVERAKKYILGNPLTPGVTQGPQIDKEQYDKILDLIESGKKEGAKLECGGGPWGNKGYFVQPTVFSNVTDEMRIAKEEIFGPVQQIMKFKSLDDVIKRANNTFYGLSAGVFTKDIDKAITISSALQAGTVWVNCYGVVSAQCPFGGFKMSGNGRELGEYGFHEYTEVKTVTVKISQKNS
GAA glycogen – qHTS Assay for Inhibitors and Activators of Human alpha-Glucosidase Cleavage of Glycogen; recombinant GAA, glycogen substrate, Amplex Red glucose oxidase fluorescence; Potency, µM (highest dose often 76.4 µM), inactives show at the highest dose activity change, negative = inhibition, usual class: inhibitors; actives 0.38% (n = 300,000); AID 2100, 2009;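 further: 0% = full enzyme reaction and -100% = no-enzyme basal signal; the screen sought inhibitors and activators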
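Recombinant human enzyme (4 nM); glycogen substrate; 37 C, 40 min, pH 5.0. Readout: coupled glucose oxidase/Amplex Red fluorescence.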
Tau fluor cs – Counterscreen qHTS for Inhibitors of Tau Fibril Formation, Fluorescence Polarization; tau K18 P301L Alexa594 fluorescence, heparin fibrillization; Potency, µM (series often up to 57.7 µM), without a hit: top-dose activity change, negative = decrease; actives 0.93% (n = 280,000); AID 1463, 2008; further: on the % scale 0 is the no-effect control and ±100 the full control effect; nearly all actives have a fitted effect of over 55% in size
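Human tau K18 P301L (15 uM unlabeled, 0.24 uM Alexa 594-labeled) in 100 mM sodium acetate pH 7 with 20 uM heparin, 6 hr at 37 C. ThT 30 uM added, 1 hr ambient; Alexa 594 FP and total fluorescence read at 555/632 nm.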
Numbers without * were called inactive; ? = inconclusive; . = no result given; [ ] = another dose, or the depositor's remark. Unless noted, the call rests on the fitted dose curve; in most records, active means well fitted curve in the direction sought with a large enough effect; inconclusive means small, poorly fitted or top-dose-only effect, or another doubt; inactive means no such curve, though single readings can be large; an effect the other way counts as inactive or inconclusive. Potency means the concentration at half of the fitted maximal effect. Not all compounds are listed; rates above refer to the full screens.

Every second line gives: Tau fluor cs, ALDH1A1 block, aGlu spleen mod, aGal spleen mod, GAA glycogen, Epigenetic reg, GAA inh, NPSR antag
N=C(N)c1ccc(N)cc1
→ -4%, 11%, -17%, 2%, ., -1.2%, ., 1%[46.1 µM]
Cc1nc(C)n(CC(=O)N2CCCC(C(=O)c3cccc4ccccc34)C2)n1 (configuration not stated)
→ 2%, 10%, -11%, 1%, 5%, 1.2%, -14%, 0%
O=c1c2[nH]c3ccc(Br)cc3c2ncn1CCCn1ccnc1
→ 6%, ?, -5%, 1%, 3%, 6.7%, -4%, -4%[46.1 µM]
Cc1ccc(SCCC(=O)N(C)C)cc1
→ 1%, -7%, -5%, -3%, 2%, 0.9%, 1%, 0%[46.1 µM]
CC1=N/C(=C/c2ccc([N+](=O)[O-])cc2)C(=O)N1c1ccc(Cl)cc1Cl
→ 0%, ?, 11%, 10%, -8%, -0.8%, -6%, -4%[46.1 µM]
O=C(Nc1ccc2c(c1)OCO2)C1CCCCN1S(=O)(=O)c1ccccc1 (configuration not stated)
→ -21%, ?, 0%, -3%, 12%, 4.4%, -7%, -8%[46.1 µM]
O=C(CCC1CC(=O)Nc2ccccc21)NCc1ccccc1 (configuration not stated)
→ 3%, -52%, 2%, 2%, 9%, 1.0%, -5%, -6%[46.1 µM]
CCN1CCC(C(=O)NC2CCCC2)(N(Cc2cccs2)C(=O)Cn2nnc3ccccc32)CC1
→ 2%, 3%, 0%, -1%, -3%, -10%, 4%, -17%[46.1 µM]
COC(=O)c1cccc(NC(=O)c2ccco2)c1
→ 3%, 7%, -1%, 1%, -7%, -1.0%, -2%, -6%[46.1 µM]
CCOC(=O)N1CCN(C(=O)c2ccc3c(SCC(=O)O)c4c(nc3c2)CCCC4)CC1
→ -1%, -6%, 1%, 3%, -7%, 0.0%, 10%, 14%
CCN(CC)CCCN1CC(O)=C(c2nc3ccccc3s2)C1=N
→ -16%, -2%, 4%, 6%, -6%, 0.0%, -2%, -1%[46.1 µM]
S=C(NCc1ccccc1Cl)NC1CCCC1
→ -7%, 11%, 0%, -2%, 8%, 1.0%, 6%, -8%
COc1cccc(C(=O)Nc2ccc(N3CCN(S(C)(=O)=O)CC3)cc2)c1
→ -15%, 17%, -13%, 13%, 6%, -1.2%, ?, -7%[46.1 µM]
COc1ccc(C(=O)NCc2cccnc2)cc1S(=O)(=O)N1CCOCC1
→ 3%, 4%, -1%, 7%, -2%, -1.1%, 0%, -2%[46.1 µM]
Cc1nnc2sc(SCc3cccc(Cl)c3)nn2c1=O
→ -8%, 3%, 5%, 8%, -5%, -5.1%, -6%, 2%
CCN(CC)S(=O)(=O)c1ccc(C(=O)Oc2cc(C)[nH]c(=O)c2[N+](=O)[O-])cc1
→ 0%, -6%, -2%, -3%, -1%, -1.6%, 7%, 7%
S=C(Nc1ccccc1)Nc1ccc(Br)cn1
→ 6%, ?, 3%, 2%, 3%, 1.8%, 7%, -24%
CCOC(=O)Cc1nn(C(C)C)c(=O)c2ccccc12
→ -7%, -10%, 0%, 3%, 10%, -0.5%, -4%, 6%
O=C(N/N=C/c1c(Cl)[nH]c2ccccc12)c1ccc2c(c1)OCCO2
→ ?, ?, 3%, 6%, 5%, 1.6%, 0%, 30%
c1ccc(CC2CNc3ccccc3CN2)cc1 (configuration not stated)
→ -7%, -6%, 1%, 0%, 6%, -0.8%, 4%, -1%[46.1 µM]
CCOC(=O)c1c(-c2ccc(C)cc2)csc1NC(=O)CCN1CC(C)OC(C)C1 (configuration not stated)
→ -5%, 2%, -1%, 8%, -5%, 2.2%, 1%, -51%
O=C(Nc1nccs1)c1ccccn1
→ 2%, -7%, 3%, -1%, 8%, -1.4%, 0%, 5%
COc1ccc(CC(=O)Nc2cccc(C(=O)Nc3ccccc3C(=O)O)c2)cc1OC
→ -9%, ?, -6%, 8%, -7%, -1.7%, -4%[15.4 µM], 17%
Cc1ccc(NC(=O)c2c(C)noc2-c2snnc2C)cc1
→ -8%, ., -6%, -17%, 3%, -1.1%, ., -10%
CC(=O)/C=C(\C)Nc1ccccc1O
→ -19%, ., -12%, -3%, 25µM*, 5.7%, ., 1%[7.67 µM]
Cc1cc(C(=O)N/N=C/c2ccccn2)n[nH]1
→ 2%, -7%, 5%, 4%, -6%, 1.1%, 11%, 2%
Cc1ccc(C(=O)N/N=C(\CC(C)C)c2ccccc2)cc1
→ -7%, -10%, -1%, 0%, -3%, 1.0%, -4%, -2%
COCCN1C(=O)N[C@@H](c2ccccc2)[C@H](C(=O)OC)[C@H]1C
→ 2%[11.6 µM], 6%[13.5 µM], -5%[17.4 µM], -4%[17.5 µM], ., ., ., .
Cc1ccc(C(=O)NNC(=O)CSc2n[nH]c(-c3cccnc3)n2)cc1
→ 6%, 3%, -2%, 3%, 6%, -4.5%, 1%, 7%
COc1nc(Nc2cccc(C(F)(F)F)c2)nc(OC)n1
→ -9%, 6%, -7%, 7%, -21%, 1.0%, -10%, 16%[46.1 µM]
C=CCn1c(N)cc(=O)nc1SCC(=O)Nc1cccc2ccccc12
→ 0%, 12%, -2%, 0%, 12%, -1.9%, -5%, -10%[46.1 µM]
Cc1ccc(NC(=O)C(OC(=O)c2ccc(F)cc2)c2ccccc2)cc1Cl (configuration not stated)
→ ?, -10%, -7%, -3%, 8%, -0.1%, -5%, -38%
CCCCc1cc(O)c(CCCC)c(O)c1
→ -22%, 2%, -11%, 0%, 7%, 1.8%, -1%, ?
COc1ccc(S(=O)(=O)N2CCC(C(=O)Nc3ccc(F)cc3)CC2)c2cccnc12
→ -20%, ?, -6%, -10%, -7%, 9.6%, ?, -15%
O=C(CC(CC(=O)c1ccc(Br)cc1)c1cccnc1)c1ccc(Br)cc1
→ -7%, ., 1%, 7%, 4%, 0.0%, ., -10%
CS(=O)(=O)N1CCN(c2ncnc3c2cnn3-c2ccccc2)CC1
→ -9%, ?, 0%, 0%, 0%, -2.8%, 10%, -1%
CN(Cc1ccccc1)S(=O)(=O)c1ccc2[nH]cc(C(=O)NCC3CCCO3)c(=O)c2c1 (configuration not stated)
→ ?, ?, -2%, 9%, 9%, -1.8%, -8%[15.4 µM], ?
Cc1cccc(NC(=O)c2nc[nH]c2C(=O)NCC(=O)OCc2ccccc2)c1
→ ?, ., 4%, 8%, 2%, 5.0%, ., 11%
COc1ccc(CC(=O)NC(C)c2nnc(SCc3nc4ccccc4c(=O)[nH]3)n2C)cc1 (configuration not stated)
→ 0%, 2%, -1%, 5%, 2%, 2.9%, 0%, -5%[46.1 µM]
COc1ccc(Cl)cc1S(=O)(=O)n1ccnc1C(C)C
→ -9%, ?, 1%, 3%, -1%, -6.0%, 0%, -18%[46.1 µM]
COc1ccc(OC)c(-c2cc(C(=O)Nc3c(C)nn(Cc4ccccc4Cl)c3C)no2)c1
→ -18%, ?, 3%, 2%, -22%, -1.0%, -5%, ?
O=C(O)C1CC=CCC1C(=O)N1CC=C(c2ccccc2)CC1 (configuration not stated)
→ -2%, ?, 2%, 0%, -5%, -2.7%, ?, 3%
CCOC(=O)CN1C2=NCCN2c2ccccc21
→ 0%, 11%, -5%, 12%, 4%, -7.9%, -5%, 11%[46.1 µM]
COC(=O)CSc1ncnc2scc(-c3ccccc3)c12
→ -24%, ., 10%, 16%, -3%, 0.0%, ., -48%
NC(=O)c1cccnc1Oc1ccc(Cl)cc1
→ -7%, ., 6%, 5%, 6%, 0.1%, ., -6%
COCCNC(=O)CN(C(=O)CCC(=O)Nc1cc(C)on1)c1cccc(C)c1C
→ -14%, 6%, 8%, -14%, -3%, -0.3%, 1%, 11%[7.67 µM]
Cc1ccc(OCc2ccc(C(=O)Nc3nccs3)o2)cc1
→ -8%, -1%, 0%, -13%, 7%, 2.2%, 0%, -2%[46.1 µM]
Cc1ccc(-n2[nH]c(C)c(/C=N/NC(=O)c3ccc([N+](=O)[O-])cc3)c2=O)c(C)c1
→ -5%, 5%, -7%, -14%, 1%, -0.4%, 1%, -49%
CN(c1cccc(NC(=O)CN(c2cccc(Cl)c2)S(=O)(=O)c2ccccc2)c1)S(C)(=O)=O
→ ?, -3%, -3%, 0%, 4%, -0.9%, 0%, -22%[46.1 µM]
O=C(Nc1ccc(NC(=O)C2CCCCC2)nc1)c1ccco1
→ -13%, -5%, -1%, -5%, 6%, -1.2%, ?, -4%[46.1 µM]
O=C(OCc1cc2ccccc2[nH]c1=O)c1ccco1
→ 9%, ?, -8%, -2%, -3%, -13%, 1%, -21%[46.1 µM]
CSc1nc2nccc(-c3ccc(Cl)cc3)n2n1
→ 2%, 12%, 5%, 1%, 11%, -0.7%, -8%, -8%[46.1 µM]
COc1cccc(C(c2c(C)[nH]n(-c3ccccc3)c2=O)c2c(C)[nH]n(-c3ccccc3)c2=O)c1OC
→ -20%, 3.5µM*, 0%, -12%, ?, 1.5%, -5%, 8%
Cc1cc(C)n(-c2nc(-c3cccc(Cl)c3)cs2)n1
→ -21%, -10%, -18%, 7%, 6%, -5.0%, ?, -11%[46.1 µM]
O=C1CN(C(=O)COc2ccc(Br)cc2)c2ccccc2N1
→ -13%, -13%, ?, -14%, -6%, -2.7%, 14%, 10%
CCN(CC)CCCn1c(=S)[nH]c2cc(OC)c(OC)cc2c1=O
→ -5%, 17%, 3%, 4%, 1%, -1.0%, -6%, -5%[46.1 µM]
O=C(COC(=O)COc1ccccc1Cl)Nc1ccccc1OC(F)F
→ -13%, 3%, 2%, -23%, 6%, -4.1%, 0%, 0%[46.1 µM]

In another format: results already given.
| SMILES | Tau fluor cs | ALDH1A1 block | aGlu spleen mod | aGal spleen mod | GAA glycogen | Epigenetic reg | GAA inh | NPSR antag |
| --- | --- | --- | --- | --- | --- | --- | --- | --- |
| COc1cccc(C(=O)Nc2ccc(N3CCN(S(C)(=O)=O)CC3)cc2)c1 | -15% | 17% | -13% | 13% | 6% | -1.2% | ? | -7%[46.1 µM] |
| Cc1ccc(SCCC(=O)N(C)C)cc1 | 1% | -7% | -5% | -3% | 2% | 0.9% | 1% | 0%[46.1 µM] |
| Cc1ccc(C(=O)NNC(=O)CSc2n[nH]c(-c3cccnc3)n2)cc1 | 6% | 3% | -2% | 3% | 6% | -4.5% | 1% | 7% |
